RAD52 inh: RAD52 DNA annealing inhibitors, primary screen, biochemical, FRET, single point, set 2; 360,000 tested, 0.46% active; DNA repair protein RAD52 homolog (Homo sapiens), P43351; inhibition, % at 18.7 µM; recombinant RAD52 DNA annealing, FRET fluorescence;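 active = every replicate showing at least 50% inhibition; inconclusive = mean inhibition at least 50% but not in every replicate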
Target sequence (P43351 whole entry, looked up): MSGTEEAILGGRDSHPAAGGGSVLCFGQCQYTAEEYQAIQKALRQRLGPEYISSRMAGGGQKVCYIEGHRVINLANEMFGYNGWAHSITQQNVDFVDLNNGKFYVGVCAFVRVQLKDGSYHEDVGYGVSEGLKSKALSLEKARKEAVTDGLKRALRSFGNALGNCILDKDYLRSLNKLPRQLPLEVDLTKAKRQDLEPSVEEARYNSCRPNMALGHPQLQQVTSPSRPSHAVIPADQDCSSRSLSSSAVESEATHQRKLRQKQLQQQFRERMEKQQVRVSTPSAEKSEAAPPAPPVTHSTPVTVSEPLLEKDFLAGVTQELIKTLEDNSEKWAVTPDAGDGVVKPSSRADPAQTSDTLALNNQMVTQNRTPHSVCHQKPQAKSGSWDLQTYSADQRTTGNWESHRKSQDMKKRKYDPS
Casp6 inh: human caspase-6 inhibitors, primary screen, biochemical, VEID-R110 fluorescence, single point, set 2; purified caspase-6, Z-VEID-R110 cleavage fluorescence; inhibition, % at 12.5 µM; 350,000 tested, 0.53% active; AID 686996, 2013;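 active = mean inhibition across replicates at least about 35%, with every replicate also reaching that limit, limit read from the data; inconclusive = only one of the two criteria met; inactive = neither criterion met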;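 also: 0% = median of neutral control wells and 100% = no fluorescence left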
Target sequence (P55212 24-179 limits assumed): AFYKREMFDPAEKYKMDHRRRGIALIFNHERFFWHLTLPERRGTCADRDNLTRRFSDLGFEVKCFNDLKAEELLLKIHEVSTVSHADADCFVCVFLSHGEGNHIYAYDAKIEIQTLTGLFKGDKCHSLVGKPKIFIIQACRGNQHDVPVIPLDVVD
Target sequence (P55212 194-293 limits assumed): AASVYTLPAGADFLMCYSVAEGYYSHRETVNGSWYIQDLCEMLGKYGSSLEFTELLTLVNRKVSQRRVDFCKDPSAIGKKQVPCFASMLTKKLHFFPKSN
DENV2 CPE: inhibitors of DENV2 cytopathic effect, primary screen, cell-based, plate reader, single concentration; DENV2-infected cells, cytopathic effect rescue; CPE inhibition, % at 9.99 µM; 350,000 tested, 1.7% active; AID 651640, 2012; in the data active = CPE inhibition above about 20%, passing the limit was not always enough; inconclusive = no clear call, values can overlap the other calls; tested in BHK-21 cells;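 also: 0% = median of neutral control wells and 100% = median of positive control wells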
INS-1E GSIS act: GLuc luminescence reporter in INS-1E cells, primary screen for activators of glucose-dependent secretion of insulin; INS-1E GLuc reporter insulin secretion, 2-3 h; activation, % at 16.6 µM; 370,000 tested, 0.61% active;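 active = lowest replicate activation of at least 40%, so every replicate reaches that level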;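 also: 0% = median of neutral control wells and 100% = median of IBMX positive control wells; some compounds called inactive have numbers as strong as hits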
XiGFP reactiv: activators of inactive X chromosome reactivation, primary screen, imaging, XiGFP fibroblasts, GFP high-content imaging, set 2; activation, % at 7.58 µM; 360,000 tested, 0.055% active; AID 743238, 2013; XiGFP mouse fibroblasts, % GFP-positive cells imaging, 3 d; cells co-treated with 5-aza-dC sensitizer; scaled so ellipticine positive control = 100%;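 active = mean normalized replicate activation at least 10% and every replicate at or above 10%; inconclusive = only one of the two criteria met; inactive = mean below 10% and not all replicates reach 10%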;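 also: 0% = median of on-plate neutral control wells and 100% = ellipticine 6 µM median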
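Material: XiGFP fibroblasts, SV40-immortalized. Buffer or medium: DMEM plus 5-aza-dC sensitizer. Compound: single concentration per compound, delivered by pin transfer. Times: 3 days compound exposure. Controls: ellipticine 6 µM.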
E-sel inducer: E-selectin induction in HUVECs, primary screen, imaging, HUVEC, immunofluorescence imaging, single point | normalized: neutral wells 0, TNF-alpha wells 100 | AID 686992, 2013 | 260,000 tested, 0.37% active | activation, % at 7.58 µM;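 active = mean E-selectin-positive cell signal at least 10% of the positive control, reached in at least 60% of replicates, without over 20% cell loss; inconclusive = no rule given, readout overlaps actives, possibly toxicity-flagged; inactive = the rest, including those meeting only one limit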;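 also: in these data hits start at about 27%; measured in HUVEC primary endothelial cells; signal is the percent of cells scored E-selectin positive by PE staining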
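Test system: HUVEC | Signal: Immunofluorescence imaging | Read-out: Percent E-selectin-positive cells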
RAD54 branch: inhibitors of human RAD54 branch migration, primary screen, biochemical, fluorescence, single point | DNA repair and recombination protein RAD54-like (Homo sapiens), Q92698 | RAD54 Holliday junction branch migration, FAM/BHQ fluorescence | inhibition, % at 10.4 µM | 360,000 tested, 0.14% active;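 active = mean normalized replicate activity at least 40 and at least half of replicates scoring 40 or more; inconclusive = only one of the two criteria met; inactive = mean below 40 and under half of replicates reaching 40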;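 also: 0% = median of neutral control wells and 100% = median of positive control wells; inhibitors cause a drop in the FAM fluorescence signal; in these data hits start at about 50%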
F508del corr: F508del CFTR correction, initial screen, CFBE line, single point; CFBE cells, YFP halide quenching; stimulated with forskolin plus potentiator P3; % fluorescence drop versus neutral controls; activity (quench increase), % at 7.58 µM; 350,000 tested, 0.36% active; AID 720511, 2013;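 active = mean added fluorescence quench of at least 8% versus neutral control, with both replicates also reaching 8%; inconclusive = only one of the mean or replicate conditions met; inactive = mean below 8% and not both replicates reaching 8%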;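 also: cells transiently co-express mutant CFTR-F508del with the halide-sensitive YFP; corrector assay measuring rescue of mutant channel to the surface after 24 h compound exposure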
Numbers without * were called inactive; u = inconclusive; x = not tested or not shown; & = joins results of further samples. The order is random; 3.7% or so of the library scored in one or more.

canonical_smiles	RAD52 inh	Casp6 inh	DENV2 CPE	INS-1E GSIS act	XiGFP reactiv	E-sel inducer	RAD54 branch	F508del corr
COc1ccc2c3c(n(C)c2c1)[C@@H](CO)N(C(=O)C1CCCC1)CC31CCN(C(=O)CC2CC2)CC1	4	2	11	-17	0.2	0.4	x	-0.1
NC(=O)CNc1n[nH]c(=S)[nH]c1=O	-10	0	1	5	0.3	x	x	-2.8
O=C(Nc1ccccc1)N[C@H]1CC[C@H](CCNS(=O)(=O)c2cccc(F)c2)O[C@H]1CO	-4	-2	1	-19	0.6	-0.4	0	-1.7
CO/N=C/C=C1/N(C)c2ccccc2C1(C)C	6	-1	u	-18	0.6	0.1	3	-0.3
O=C(Cn1cnc2c(NCc3ccccc3)ncnc21)NCCc1cc2ccccc2[nH]1	-6	3	u	-2	0.3	0.3	2	-3.1
O=C(NCCc1ccccc1)[C@@H]1[C@@H](CO)[C@@H]2Cn3c(cccc3=O)[C@H]1N2C(=O)C1CCCC1	-5	-1	0	15	0.5	-0.2	-2	-2.9
Cc1ccc(S(=O)(=O)Nc2c(C)n(C)n(-c3ccccc3)c2=O)cc1C(=O)NCc1ccccc1	-16	2	1	15	0.4	x	-7	2.8
CCOc1ccc2nc(Cl)c(C3CC(c4ccccc4)=NN3C(=O)c3cccs3)cc2c1 (centres undefined)	-2	0	-6	-15	0.2	x	x	x
CC(C)(C)OC(=O)N(CC1CCNCC1)C(=O)c1[nH]c(C(F)(F)F)nc1-c1ccccc1	-10	-2	-7	-11	0.1	-1.4	-4	-1.6
COc1ccc(/C=C/C(=O)Oc2cc(O)cc(O)c2)cc1	-2	1	-1	-15	0.0	0.1	x	2.4
Cc1cc(NC(=O)CON=C(N)CC(=O)Nc2ccccc2Cl)ccc1Br	-22	-4	x	-21	0.0	-3.5	16	-2.5
COc1ccccc1-c1ccc([C@H]2[C@@H](CO)N(C(=O)NC3CCCC3)[C@H]2C#N)cc1	-4	3	5	-18	0.1	0.2	x	1.2
Cc1ccccc1OCC(=O)Nc1cnn(CCCC(=O)O)c1	-11	0	1	-6	0.0	2.6	1	0.7
C[C@@H]1CCCCO[C@@H](CN(C)C(=O)C2CCCCC2)[C@H](C)CN([C@@H](C)CO)C(=O)c2cc(NC(=O)NC3CCCCC3)ccc2O1	-4	3	6	x	x	x	-17	-2.9
COc1ccc(Cl)cc1NC(=O)CSc1nc(NS(=O)(=O)c2ccc(C)cc2)cc(=O)[nH]1	-10	-1	4	14	0.4	0.9	6	2.6
CCOC(=O)c1cccc(OCC(O)CNCCOc2ccccc2F)c1 (centres undefined)	0	-5	0	-37	0.0	0.1	-1	0.6
Cc1ccccc1Cn1c([N+](=O)[O-])cnc1C	1	1	-6	9	x	x	x	-4.5
Cc1c(Cc2ccccc2)c(=O)oc2cc(OCC(=O)N[C@@H](Cc3ccccc3)C(=O)O)ccc12	-18	-1	u	2	x	x	-11	-0.4
COCC(=O)N1CCC2(CC1)CN(Cc1ccc3c(c1)OCO3)[C@@H](CO)c1c2c2ccc(OC)cc2n1C	-22	4	0	-10	0.2	0.4	x	0.6
COc1ccc(CC2(CO)CCN(Cc3ccc(OC(F)(F)F)cc3)CC2)cc1	4	6	x	-27	0.0	1.3	-12	4.2
CCCC(=O)Nc1ccc2c(c1)C(=O)N(C)[C@@H]1CC[C@@H](CC(=O)NCCc3ccncc3)O[C@@H]1CO2	1	3	-2	-2	0.3	0.1	0	0.5
CCNC(=O)C(=O)NCCC1CCCCN1S(=O)(=O)c1cccs1 (centres undefined)	0	3	-11	0	-0.1	0.6	9	-0.5
COC(=O)N1c2ccccc2C=Cc2ccccc21	-3	0	-4	2	0.0	-0.2	-6	1.9
O=C(C[C@H]1CC[C@@H](NC(=O)Nc2ccc(C(F)(F)F)cc2)[C@H](CO)O1)NCCN1CCCC1	9	-21	-5	-3	0.2	-0.6	6	1.1
Cc1noc(C)c1NC(=O)Nc1ccc2c(c1)C(=O)N([C@H](C)CO)C[C@H](C)[C@H](CN(C)C(=O)Nc1cccc3ccccc13)OCCCC[C@H](C)O2	x	x	13	-26	0.4	-0.2	1	1.4
O=C(NCc1cccc(Br)c1)C1CC(c2ccccc2[N+](=O)[O-])=NO1 (centres undefined)	-13	-1	-5	-13	-0.3	0.2	-6	2.5
O=C(c1ccccn1)N1CC2(C1)[C@@H](c1ccccc1)[C@@H](CO)N2C(=O)CC1CC1	-10	-1	35*	5	0.1	-0.1	x	1.8
Cc1c(Cl)cccc1NC(=S)N1CCCCCC1	-6	0	5	16	0.1	0.0	-4	1.8
NC(=O)c1ccsc1NC(=O)COC(=O)c1cnccn1	-17	1	11	4	0.2	x	-1	-1.4
COc1ccc(NC(=O)N(C)C[C@H]2OCCCC[C@@H](C)Oc3ccc(NC(=O)c4ccccc4)cc3C(=O)N([C@H](C)CO)C[C@@H]2C)cc1	-143&5	-1&-4	18&10	0&-3	-0.1&0.2	0.0	-4&5	-3.9&3.5
OCc1cnc(SCc2ccccc2)n1Cc1ccccc1	-3	-2	-5	21	0.0	x	8	0.4
COc1ccc2cc(CN(Cc3cccnc3)Cc3nnnn3Cc3ccccc3)c(=O)[nH]c2c1	-9	4	x	-5	x	x	x	3.1
C[C@@H]1CN([C@H](C)CO)C(=O)Cc2cc(NC(=O)CCN3CCOCC3)ccc2O[C@H]1CN(C)Cc1ccncc1	-8	1	-1	7	-1.1	-5.6	13	-2.7
O=C(CCS(=O)(=O)c1ccc(F)cc1)Nc1nc(-c2ccccn2)cs1	-26	2	13	x	-0.1	x	1	2.6
O=c1c2c([N+](=O)[O-])cc([N+](=O)[O-])cc2nc2ccccn12	-1	5	1	5	0.1	x	4	0.8
Cc1cccc(C)c1OCC(=O)NNC(=O)CCNC(=O)c1ccco1	-1	1	2	4	0.0	-0.8	x	-0.8
O=C1[C@H]2[C@@H](c3ccc(F)cc3)N3C(=O)N(c4cccc(Cl)c4)C(=O)[C@@]3(Cc3ccc(Cl)cc3)[C@H]2C(=O)N1C1CCCCC1	-15	3	-9	3	0.0	x	8	2.2
CNC(C)C(=O)NC(C(=O)NC(C)C(=O)Nc1cccc2ccccc12)C(C)C (centres undefined)	-15	4	-3	14	0.2	0.0	-5	-1.7
CC/C(=N\NC(=O)C1CC1)c1cccc(Cl)c1	-9	-1	x	-2	0.2	-0.6	x	-5.2
O=C(c1cnccn1)N1CCc2c([nH]c3ccccc23)C1c1cccc(Cl)c1 (centres undefined)	-6	1	3	-14	0.3	x	1	-1.2
COc1ccccc1-n1c(SCC(=O)Nc2cccc(C(=O)O)c2)nnc1-c1ccccc1O	-12	0	5	5	0.0	x	0	-6.1
CC1=C(C(=O)N(C(C)C)C(C)C)CC(CC(=O)NCCCCc2ccccc2)C(=O)N1Cc1ccc(C(C)(C)C)cc1 (centres undefined)	-5	1	u	-3	-0.1	0.2	6	0.4
O=C(Cn1nnc2ccccc21)Nc1ccccc1[N+](=O)[O-]	-13	6	6	2	0.0	-0.5	14	-0.3
C[C@H]1CCCCO[C@H](CN(C)Cc2ccc(C(=O)O)cc2)[C@@H](C)CN([C@@H](C)CO)C(=O)c2cc(NS(=O)(=O)c3ccc(Cl)cc3)ccc2O1	9	2	-3	11	0.0	-0.1	-6	-0.5
Cc1ccc(CN(C)C[C@@H]2OCc3cn(nn3)CCCC(=O)N([C@@H](C)CO)C[C@@H]2C)cc1	3	-3	5	4	0.0	0.1	-21	0.1
Cc1ccccc1-n1nc(CSc2nc3ccccc3[nH]2)c(-c2ccccc2)c1N	-2	2	7	-6	-0.1	-2.6	x	x
COC(=O)C1=C(C)Nc2nc(SCc3ccccc3)[nH]c(=O)c2C1c1cccs1 (centres undefined)	-11	-1	3	10	0.0	-0.1	5	1.6
COc1ccc(C2Nc3ccccc3C(=O)N2NS(=O)(=O)c2ccc(C)cc2)c(OC)c1 (centres undefined)	-2	0	-1	-32	-0.1	x	1	-1.7
C[C@H](CO)N1C[C@H](C)[C@H](CN(C)Cc2cccnc2)Oc2cc(-c3ccccc3F)ccc2S1(=O)=O	13	2	-3	-6	-1.3	0.7	2	5.6
CN(C)c1ccc(/C=N/NC(=O)COc2ccccc2)cc1	-26	1	-5	-11	0.1	4.4	8	-3.3
Cc1ccc(CN(C)C(=O)c2cccc(S(=O)(=O)N3CCc4ccccc43)c2)cc1	-3	-1	2	-12	0.5	1.2	1	-2.1
C[C@@H]1CN([C@@H](C)CO)C(=O)Cc2cc(NC(=O)Nc3ccc(C(F)(F)F)cc3)ccc2O[C@@H]1CN(C)S(C)(=O)=O	4	4	2	-6	-1.4	x	1	-2.5
NC(=O)c1cc[n+](Cc2ccccc2Cl)cc1	0	-6	1	0	0.1	0.1	1	2.7
CN1CCN(C(=O)C[C@H]2CC[C@H]3[C@@H](COC[C@@H](O)CN3C(=O)Nc3ccc(Cl)cc3)O2)CC1	-1	-1	-11	-4	-0.1	0.1	7	3.4
CCc1ccc(C(=O)NNC(=O)c2cc(S(=O)(=O)N(C)C)ccc2N2CCCC2)cc1	-5	3	-7	-3	0.0	0.9	7	2.0
O=C(C[C@@H]1CC[C@H]2[C@@H](COC[C@H](O)CN2CCC(F)(F)F)O1)NCC1CC1	-48	2	-8	9	0.1	0.1	10	-1.7
CC(C)C(=O)C1=Cc2cccc([N+](=O)[O-])c2OC1N1CCOCC1 (centres undefined)	-17	37*	1	x	0.3	x	0	3.3
CC(=O)Nc1ccc(OS(=O)(=O)c2ccc(C)cc2C)cc1	-7	-1	-10	14	0.0	x	x	-1.5
Cc1ccc(S(=O)(=O)Nc2cccc3c2O[C@H](CN(C)S(=O)(=O)c2ccccc2)[C@@H](C)CN([C@@H](C)CO)C3=O)cc1	-4	1	-12	-4	0.1	-0.5	-7	-0.1
COCC(=O)Nc1ccc2c(c1)[C@H]1C[C@H](CC(=O)NCCc3ccccc3)O[C@H](CO)[C@H]1O2	-14	-4	8	4	0.0	-0.3	-3	1.6
CCCCOCC1CC(CC#CCN2CCCCC2)C(=O)O1 (centres undefined)	-17	-6	u	10	0.0	-0.5	8	-3.7
CCOc1c(C)cnc2c1c(=O)n(Cc1ccc(Cl)cc1)c(=O)n2C	-10	3	-2	7	0.0	x	-2	1.2

Compound activity from PubChem.
